Source: PubChem
aSyn tox rescue – inhibitors of alpha-synuclein toxicity in yeast; S. cerevisiae alpha-synuclein toxicity rescue, BacTiter-Glo growth, 24 h; Potency, µM (top dose mostly 46.1 µM), for the others: at the top dose growth rescue (activation), hits mostly activators; 0.02% of 94,000 active; active = well fitted activation curve with a large enough effect; inconclusive = small, poorly fitted or top-dose-only effect; also: 0% is about no effect
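Growth restoration measured by BacTiter-Glo luminescence after 24 hr at 30 deg C; alpha-synuclein yeast, raffinose-pregrown to mid-log, were added at OD600=0.02 in galactose medium onto pinned compounds.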
Starred values were filed as active, the others as inactive; u = inconclusive; [ ] = another dose, or the depositor's remark. Potency is read from the fitted curve at half-maximal effect. The list is partial; the hit share may differ from the screen's.

SMILES	aSyn tox rescue
CCOc1ccccc1NC(=O)c1nc(SC(C)C)ncc1Cl	0.6%
CN(Cc1ccon1)Cc1cn(C)nc1-c1ccc(Oc2ccccc2)cc1	1.4%
CSc1ncnc2c1ncn2CCCN1CCN(Cc2c(C)cc(C)cc2C)CC1	12.4%
Cc1ccc(C)c(NC(=O)CN(C)S(=O)(=O)c2ccc3c(c2)CCC(=O)N3)c1	-8.5%
Cc1ccc(C(=O)N2CCc3cc(CNS(=O)(=O)c4ccc(Cl)s4)ccc32)cc1	6.0%
Cc1ccc(C)c(CN2C(=O)c3ccccc3S(=O)c3ccc(C(=O)N4CCOCC4)cc32)c1 (configuration not stated)	-5.8%
Cc1ccc(-n2c(SCc3ccccc3)nc3c([nH]c4ccccc43)c2=O)cc1	11.7%
CC(=O)Oc1ccc(N2C(=O)C3C(C2=O)C(C(=O)c2ccc(Cl)cc2)N2CCCC32)cc1 (configuration not stated)	6.5%
CCCCOc1ccc(CNC(=O)Cc2ccc(NC(=O)N3CCSc4ncccc43)cc2)cc1	5.3%
COCCn1cnc2c1c(=O)n(CC(=O)NCC(F)(F)F)c(=O)n2Cc1ccccc1	-6.3%
COc1ccccc1NC(=O)c1c(C)cc(C)nc1SCC(=O)Nc1cccc(C)c1	2.3%
COc1cc(NC(=O)C2CC(=O)N(CCc3ccc(F)cc3)C2)cc(OC)c1OC (configuration not stated)	-4.5%
COCCCn1c(SCc2cccc(Cl)c2)nc2c(sc3ccccc32)c1=O	-4.1%
CC(C)(C)C(=O)COC(=O)c1ccc2c(c1)C(=O)N(Cc1ccco1)C2=O	-3.6%
COc1cccc(-c2nc(S(=O)(=O)c3ccccc3)c(N3CCC(C)CC3)o2)c1	-2.9%
Cc1nn2c(C)c(C(=O)NCCc3ccccc3)cnc2c1-c1ccccc1	23.9%
CCOC(=O)c1[nH]cnc1C(=O)Nc1ccccc1C	-6.5%
Cc1cccc(OCCOC(=O)CN2C(=O)NC3(CCCC3)C2=O)c1	2.2%
CCN(CC)C(=O)Cn1c(=O)n(-c2ccc(C)c(C)c2)c(=O)c2c(C)c(C(=O)N(CC)CC)sc21	-9.6%
Cc1ccc(NC(=O)Cn2c(-c3nonc3N)nc3ccccc32)c(Br)c1	-2.0%

Shown comma-delimited: 6 of the compounds above.
canonical_smiles,aSyn tox rescue
COCCn1cnc2c1c(=O)n(CC(=O)NCC(F)(F)F)c(=O)n2Cc1ccccc1,-6.3%
COc1ccccc1NC(=O)c1c(C)cc(C)nc1SCC(=O)Nc1cccc(C)c1,2.3%
COc1cc(NC(=O)C2CC(=O)N(CCc3ccc(F)cc3)C2)cc(OC)c1OC (configuration not stated),-4.5%
COCCCn1c(SCc2cccc(Cl)c2)nc2c(sc3ccccc32)c1=O,-4.1%
CC(C)(C)C(=O)COC(=O)c1ccc2c(c1)C(=O)N(Cc1ccco1)C2=O,-3.6%
COc1cccc(-c2nc(S(=O)(=O)c3ccccc3)c(N3CCC(C)CC3)o2)c1,-2.9%

(listing goes on)
SMILES	aSyn tox rescue
Cc1cc(C)c2oc(-c3ccc(Cl)c(NC(=O)c4cccs4)c3)nc2c1	-3.7%
CCOc1ccccc1NC(=O)N1CCN(S(C)(=O)=O)CC1	0.0%
COC(=O)/C=C(\C)N=Nc1c(O)[nH]c2ccccc12	3.4%
CCN(CC(=O)Nc1sc2c(c1C#N)CCCC2)CC(=O)NC1CCS(=O)(=O)C1 (configuration not stated)	0.9%
Cc1ccc(C(=O)NNC(=O)c2csc(N3CCOCC3)n2)s1	2.4%
COP(=O)(OC)C(=NNS(=O)(=O)c1ccc(C)cc1)c1ccccc1	-2.3%
Cc1ccc(NC(=O)c2nc(S(=O)(=O)Cc3ccc(F)cc3)ncc2Cl)cc1C	4.6%
Cn1c(SCC(=O)Nc2ccccc2Cl)nnc1C1CC1	-48.1%[inhibitor]
COc1ccc(C2SCCN2S(=O)(=O)c2ccccc2)cc1 (configuration not stated)	-26.6%
O=C(NCc1ccccc1)c1nnc(CS(=O)(=O)c2ccccc2)o1	-1.5%
COc1ccc2nc(N(Cc3cccnc3)C(=O)CCc3ccccc3)sc2c1	u
COc1cc(C2CC(=O)Nc3c2c(=O)[nH]c2ncnn32)ccc1O (configuration not stated)	-7.6%
Cc1cc(Br)cc(Br)c1OCC(=O)NNC(=O)Nc1ccccc1	-10.1%
Cc1c(Cl)cccc1NC(=O)N1CCC(CN2CCCC2)CC1	2.1%
Cc1cc(-c2ccccc2)nc2cc(C(=O)NCc3ccco3)nn12	10.3%
CCN(CC)CCSc1nnc(Nc2ccccc2)n1-c1ccccc1	0.3%
O=C(O)c1cc2nc(-c3ccccc3)cc(-c3ccccc3)n2n1	11.1%
COc1ccc(CCNC(=O)Cn2nc([N+](=O)[O-])c(Br)c2C)cc1OC	3.2%
Cc1ccc(CNc2nc3ccccc3n3c(C)nnc23)cc1	1.7%
CCSc1ccccc1C(=O)N1CCC2(CC1)CC(=O)c1ccccc1O2	2.6%

A second format for part of the listing above.
molecule: CCN(CC(=O)Nc1sc2c(c1C#N)CCCC2)CC(=O)NC1CCS(=O)(=O)C1 (configuration not stated)
- aSyn tox rescue: 0.9%
molecule: Cc1ccc(C(=O)NNC(=O)c2csc(N3CCOCC3)n2)s1
- aSyn tox rescue: 2.4%
molecule: COP(=O)(OC)C(=NNS(=O)(=O)c1ccc(C)cc1)c1ccccc1
- aSyn tox rescue: -2.3%

(continued)
SMILES	aSyn tox rescue
CC(C)Sc1nc2ccsc2c(=O)[nH]1	-5.5%
Cc1ccc(/C=N/Nc2nncn2N)cc1	-14.4%
CCc1ccc(NC(=O)CC2C(=O)NCCN2C(=O)c2ccccc2OC)cc1 (configuration not stated)	0.1%
COc1ccc(/C=N/Nc2ccccn2)cc1O	-1.9%
O=C(CSc1cn(CC(=O)N2CCCCC2)c2ccccc12)Nc1ccc(C(F)(F)F)cc1	8.1%
COc1ccc(OC)c(CNC(=O)c2ccc3c(c2)c(C)c(C)n3C)c1	17.9%
Cc1ccc(C(=O)N2CC(C)SC2=Nc2cccc(S(=O)(=O)N(C)C)c2)cc1 (configuration not stated)	19.3%
COc1ccc(NC(=O)CN(C)C(=O)C(C)Oc2ccc(Br)cc2)cc1 (configuration not stated)	14.8%
CCC(=O)c1ccc(OCC(=O)NCCCN2CCOCC2)cc1	4.1%
COc1ccc(-c2nc(SCC(=O)c3ccc(OC)c(Br)c3)n[nH]2)cc1	-5.6%
Cc1ccc(Nc2c(-c3ccccn3)nc3ccc(C)cn23)cc1	6.4%
COc1ccc(CCNC(=O)CN2C(=O)COc3ccc(S(=O)(=O)N4CCCC4)cc32)c(OC)c1	0.7%
Cc1cccc(NC(=O)c2cc(S(=O)(=O)NCCc3ccccc3)ccc2F)c1C	0.3%
Fc1ccccc1NC(=S)N1CCC(c2ccccc2)C1 (configuration not stated)	0.3%
CCOC(=O)C1CCN(c2cc3c(cc2NC(=O)c2ccc(Cl)cc2)n(C)c(=O)n3C)CC1	2.0%
O=C(Nc1ccc(F)cc1)Nc1ccc([N+](=O)[O-])cn1	-4.0%
Cc1nccn1-c1c2c(c(C#N)c3nc4ccccc4n13)CCCC2	6.7%
OCCC1CN(Cc2cccc3nccnc23)CCN1Cc1ccc(F)cc1 (configuration not stated)	-9.0%
CCNC(=O)C1CCN(S(=O)(=O)c2ccc3c(c2)CCCN3C(C)=O)CC1	2.2%
O=C(/C=C/c1ccc2c(c1)OCO2)Nc1nc2ccc(F)cc2s1	-12.2%
CC(Sc1ccc(Cl)cc1)C(=O)N(C)CC(=O)Nc1ccc(N2CCOCC2)cc1 (configuration not stated)	11.1%
CCOC(=O)c1ccc(NC(=O)c2cn(-c3ccccc3)nc2-c2ccc(OC)c(OC)c2)cc1	-7.9%
COc1ccc(-c2c(C#N)c(SCC(=O)Nc3ccc(Br)cc3)nc(C)c2C(=O)Nc2ccccc2)cc1	0.3%
CN(C)C(CNC1CC(C)(C)NC(C)(C)C1)c1cccc(F)c1 (configuration not stated)	-6.1%
O=C(C1CC(=O)N(c2ccc(F)cc2)C1)N1CCCCCC1 (configuration not stated)	-4.3%
CCN(c1ccccc1)S(=O)(=O)c1ccc(NC(=O)c2nc(SC)ncc2Cl)cc1	4.2%
CCCC(C)c1nnc(NC(=O)COc2ccc3c(c2)OCO3)s1 (configuration not stated)	-1.3%
Cc1ccc(CN2CCN(CC(=O)NCc3ccccc3Cl)C2=O)cc1	-1.6%
CCc1ccc(N2CC(C)Cn3c2nc2c3c(=O)n(CC(=O)O)c(=O)n2C)cc1 (configuration not stated)	-7.2%
COc1ccc(-c2cc(CCCC(=O)N3CCN(c4ccc(OC)cc4)CC3)no2)cc1	-2.4%
CCOC(=O)c1ccc(NC(=O)C2CCN(S(=O)(=O)Cc3ccccc3)CC2)cc1	7.2%
COc1cccc(CNc2sc3c(c2C(=O)Nc2ccc(OC)cc2OC)CCC3)c1	1.1%
CC(NC(=O)Cc1ccccc1F)c1ccc(F)cc1 (configuration not stated)	3.6%
CCCCNC(=O)CCC(=O)NNc1nc2ccccc2c2nc(C)nn12	-7.3%
CCOC(=O)c1c(NC(C)=O)c2c3c(sc2n1Cc1nc(-c2cccc(C)c2)oc1C)CCCC3	1.5%
COC(=O)CC(=O)CSc1nc2cc(C(=O)NCC(C)C)ccc2c(=O)n1CCc1ccccc1	2.3%
Cc1cccc(NS(=O)(=O)c2ccc3[nH]c(=O)cc(C(=O)O)c3c2)c1	1.5%
CC(C)N(Cc1nccn1C)C(=O)CC1C(=O)NCCN1Cc1ccccc1C(F)(F)F (configuration not stated)	-17.6%
CCOc1ccc(NC(=O)Cn2c(=O)n(Cc3ccc(C(=O)NCc4ccc(C)cc4)cc3)c(=O)c3ccccc32)cc1	0.1%
O=C(Nc1nnc(S(=O)(=O)N2CCCCCC2)s1)c1cccc(Br)c1	-0.4%
Cc1ccc(Cl)cc1NC(=O)c1ccc2nc(CCc3ccccc3)oc2c1	-2.7%
O=C(O)c1ccc2c(c1)N(Cc1ccc(F)cc1)C(=O)c1ccccc1S2=O (configuration not stated)	-7.7%
COc1ccc(C(=O)NCCN2CCOCC2)c(OC)c1	4.3%
COc1ccc(C(CNC(=O)c2cc(S(=O)(=O)NCc3ccccc3)ccc2C)N2CCOCC2)cc1 (configuration not stated)	-5.6%
Cc1nc(-c2cc(-c3nc(-c4ccc(C(C)(C)C)cc4)no3)no2)cs1	-42.5%[inhibitor]
CN(C)C(CNC(=O)C1CCN(C(=O)/C=C/c2ccccc2)CC1)c1ccccc1 (configuration not stated)	-6.2%
COc1ccccc1N1CCN(c2c(CN3CCCC3)c(=O)oc3ccccc23)CC1	-1.2%
O=c1c(Cl)c(NCc2ccccc2)cnn1C12CC3CC(CC(C3)C1)C2	1.7%
Cn1c(=O)oc2cc(S(=O)(=O)CCC(=O)N3CCN(c4ccccc4F)CC3)ccc21	-9.5%
COc1ccccc1-c1noc(CSc2nnc(Cc3ccccc3)n2-c2ccc(C)c(C)c2)n1	21.4%
Cc1cc(C)cc(OCC(=O)N2Cc3ccccc3CC2C(=O)O)c1 (configuration not stated)	-23.2%
COc1ccccc1NC(=O)CSc1nnc2ccc(-c3cccnc3)nn12	-45.7%[inhibitor]
Cc1ccccc1Cn1nnc(-c2ccc(C(=O)O)cc2)n1	7.2%
Cn1cnc(S(=O)(=O)N2CCC(C(=O)Nc3ccc(F)cc3F)CC2)c1	-2.1%
CCCOc1cccc(C(=O)NCCNC(=O)c2cnccn2)c1	1.6%
Cc1ccc(CNC(=O)c2c[nH]c3ccc(S(=O)(=O)Nc4ccc(C(C)C)cc4)cc3c2=O)cc1	-8.4%
COc1ccc(S(=O)(=O)NCc2cn3c(C)csc3n2)cc1F	-0.7%
Cc1cccc(C2CC(c3ccc(Cl)cc3)Nc3nc(N)nn32)c1 (configuration not stated)	0.8%
CC(=O)NCc1ccc2[nH]c(C)cc2c1	-2.6%
CCNc1ncnc2c1nnn2C	-6.2%
(cont.)
SMILES	aSyn tox rescue
CC(CCCN(C)C)C(Cc1ccccc1)c1ccccc1 (configuration not stated)	7.3%
CCCC(=O)C1=C(c2ccc(C)cc2)N(C(=O)CCC)n2cnnc2S1	-20.6%
O=C(COC(=O)c1cc[n+]([O-])cc1)Nc1cccc(Br)c1	-8.2%
CCN(C(=O)CCNC(=O)Cn1cnc2ccccc2c1=O)c1cc(OC)ccc1OC	0.7%
CC(NC(=O)c1ccc(N2Cc3ccccc3Oc3ncccc32)s1)c1ccccc1 (configuration not stated)	11.5%
COc1cccc(CNC(=O)Cn2nc(N3CCN(c4ccccc4OC)CC3)ccc2=O)c1	-14.4%
COc1ccc(NC(=O)C2CCN(c3ccc(Sc4ccc(C)cc4)nn3)CC2)cc1	1.8%
CCOC(=O)CSC1=Nc2ccccc2C2=NC(CCC(=O)NCc3ccccc3)C(=O)N12 (configuration not stated)	-2.4%
O=C(Nc1cccc(F)c1)C1C2C=CC3(CN(CCCN4CCOCC4)C(=O)C13)O2 (configuration not stated)	-2.5%
Cc1cc(C)c(NC(=O)COC(=O)Cc2cccs2)c(C)c1	10.5%
CC1(C)Cc2cccc(OCC(=O)OCC(=O)Nc3cccc(S(N)(=O)=O)c3)c2O1	2.0%
O=C(NCCCN1CCCC1)[C@H](CSCc1ccccc1)N1Cc2ccccc2C1=O	-7.1%
COc1ccc(N2C(=O)CSC23C(=O)N(CC(N)=O)c2ccccc23)cc1 (configuration not stated)	1.6%
COc1ccc2sc(N(Cc3cccnc3)C(=O)c3ccco3)nc2c1	13.8%
CC(C)C1Nc2ccc(C(=O)NC3CCCCC3)cc2NC1=O (configuration not stated)	0.8%
O=C(c1ccc(Cn2c(=O)[nH]c3ccsc3c2=O)cc1)N1CCN(c2ccccc2)CC1	-2.5%
Cc1ccc(NC(=O)CSc2ccc3nnc(CCNS(=O)(=O)c4ccccc4)n3n2)cc1Cl	4.6%
COc1cc(/C=C2\SC(=S)N(CCC(=O)N3CCN(C)CC3)C2=O)cc(OC)c1OC	1.9%
